High-throughput results as filed in PubChem BioAssay.
Luc counter = Kinase-Glo luciferase inhibition (counter-screen). actives 0.28% (n = 200,000). Potency, µM (top dose mostly 38.3 µM), for inactives: at the top dose activity change, negative = inhibition, actives largely listed as inhibitors. Kinase-Glo luciferase, ATP luminescence, 8 min; also: potency is read from the fitted curve at half-maximal effect; % is scaled to controls: 0 for no effect and ±100 for the full control effect; nearly all actives have a fitted effect of over 60% in size
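Compounds were added to a substrate mix at pH 7.2 (50 mM imidazole, 10 uM ATP, within the enzyme's linear range), followed by Kinase-Glo detection reagent; luminescence was measured after 8 minutes at ambient temperature.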
CBFb-RUNX1 inh = blocks binding between human CBF-beta and RUNX1; AID 1477; 230,000 tested, under 10 active; Q01196+Q13951; Potency, µM (titrated, usually from 59.8 µM), for inactives: at the top dose activity, negative = inhibition, actives largely listed as inhibitors; AlphaScreen CBFb-His/RUNX1-biotin binding, biochemical; also: % of control where 0% means no effect
Target sequence (Q01196 whole entry, looked up): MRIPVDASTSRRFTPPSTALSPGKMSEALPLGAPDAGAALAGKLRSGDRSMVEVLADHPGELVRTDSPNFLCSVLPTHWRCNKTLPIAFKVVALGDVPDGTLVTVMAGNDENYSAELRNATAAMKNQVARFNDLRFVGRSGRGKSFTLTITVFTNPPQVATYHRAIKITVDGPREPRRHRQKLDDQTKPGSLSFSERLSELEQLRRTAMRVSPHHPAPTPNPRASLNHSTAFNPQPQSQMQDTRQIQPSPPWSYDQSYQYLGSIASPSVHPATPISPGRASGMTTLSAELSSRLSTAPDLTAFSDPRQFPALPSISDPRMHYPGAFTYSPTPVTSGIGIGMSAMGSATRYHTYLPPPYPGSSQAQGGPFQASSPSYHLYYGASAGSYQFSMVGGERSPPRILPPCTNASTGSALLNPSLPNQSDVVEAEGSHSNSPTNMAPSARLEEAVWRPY
Target sequence (Q13951 whole entry, looked up): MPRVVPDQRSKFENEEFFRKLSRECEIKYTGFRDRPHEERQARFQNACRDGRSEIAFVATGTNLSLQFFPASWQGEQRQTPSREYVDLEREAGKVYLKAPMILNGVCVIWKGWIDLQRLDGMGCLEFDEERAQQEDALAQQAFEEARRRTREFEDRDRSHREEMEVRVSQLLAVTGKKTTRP
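AlphaScreen proximity signal reports loss of binding between His-tagged CBF-beta and biotin-labelled RUNX1, each at 30 nM. Proteins are pre-associated for 20 minutes, compounds added for 15 minutes, then beads for 90 minutes, all at ambient temperature.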
Lamin A splicing = LMNA splicing modulation; HeLa LMNA splicing GFP/RFP minigene ratio, 48 h; Potency, µM (titrated, usually from 46.1 µM), inactives show at the top dose ratio change, negative = inhibition, actives largely listed as inhibitors; actives 0.01% (n = 200,000); AID 1487; active = well fitted inhibition curve with a large enough effect in the signal ratio, with a control signal flat, not every such curve was filed as active; inconclusive = small, poorly fitted or top-dose-only effect, or effect the other way, or a change in a side signal; the % refers to the signal ratio; also: potency is read from the fitted curve at half-maximal effect; % is scaled to controls: 0 for no effect and ±100 for the full control effect
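S3 HeLa stable clones carrying a lamin A-EGFP splicing minigene plus DsRed2 were seeded at 600 cells/well in Opti-MEM with 2% FBS, pin-dosed and incubated 48 h at 37°C. Acumen cytometry (488 nm) gave the GFP/RFP total-intensity ratio.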
SMN2 splice up = enhancers of SMN2 splice variant expression | Potency, µM (doses to about 46.1 µM), inactives show at the top dose activity change, positive = activation, actives largely listed as activators | actives 2.8% (n = 210,000) | HEK293 SMN2-luciferase splicing reporter, luminescence, 30-36 h | AID 1458; also: potency is read from the fitted curve at half-maximal effect; % of control where 0% means no effect; nearly all actives have a fitted effect of over 55% in size
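HEK293 cells carry an SMN2 minigene-luciferase reporter in which exon 7 inclusion puts luciferase in frame. Cells were seeded at 2000 cells/well, attached for 10-12 hours, then exposed to compounds for 30-36 hours at 37C before ONE-Glo luminescence.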
IMPase Li inh = cell-permeable IMPase inhibitors with lithium potentiation | CHO-M1 cells, IP1 TR-FRET (IP-One), carbachol + lithium | Potency, µM (titrated, usually from 59.4 µM), inactives show top-dose activity, negative = IMPase inhibition, hits mostly inhibitors | actives 0.35% (n = 210,000);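 also: IP1 builds up when IMPase is blocked and the TR-FRET signal falls; potency is read from the fitted curve at half-maximal effect; plate controls were basal vehicle for no effect and high inhibitor control for full effect; nearly all actives have a fitted effect of over 50% in size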
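Steps: plate 2000 CHO-M1 cells per well and culture 16–30 h; add compound and lithium; incubate 30 min, 37C; add d2-IP1 tracer and Eu cryptate anti-IP1 antibody in lysis buffer; read after 10 min at room temperature.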
HTT ATP protect = cytoprotection in Huntington HTT-Q103 PC12 cell model; PC12 HTT-Q103 induced, cytoprotection, ATP luminescence, 40 h; Potency, µM (doses to about 56.4 µM), inactives show cytoprotection (ATP increase), usual class: activators; actives 0.14% (n = 230,000);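 also: potency is read from the fitted curve at half-maximal effect; % of control where 0% means no effect; nearly all actives have a fitted effect of over 45% in size; toxic huntingtin expression switched on by the ecdysone agonist tebufenozide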
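Rat PC12, Q103 Htt exon1-GFP fusion, ecdysone promoter; tebufenozide inducer 100 nM final; compound titration; qHTS, 1500 cells/well; ATPlite luminescent read.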
HttQ103 aggreg = inhibitors of mutant huntingtin aggregate formation in PC12 cells. PC12 HttQ103-GFP aggregates, Acumen cytometry, 40 h. Potency, µM (doses to about 46.1 µM), inactives show at the top dose activity change, negative = inhibition, most hits filed as inhibitors. actives 1.1% (n = 220,000). AID 1688; also: potency is read from the fitted curve at half-maximal effect; % is scaled to controls: 0 for no effect and ±100 for the full control effect; nearly all actives have a fitted effect of over 60% in size
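PC12/HTTQ103-GFP, ecdysone-inducible; teb 100 nM; cpd qHTS titration; GFP aggregates read on laser cytometer, Ex 488/Em 500-530 nm.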
Starred values were filed as active, the others as inactive; ? = inconclusive; / = no result given; [ ] = dose if it differs, or a comment. Unless noted, calls follow the shape of the dose curve; as a rule, active = well fitted curve in the direction sought with a large enough effect; inconclusive = small, poorly fitted or top-dose-only effect, or another doubt; inactive = no such curve, though single readings can be large; an effect the other way counts as inactive or inconclusive. No enrichment for hits; 4% or so of the library scored in one or more.

SMILES	Luc counter	CBFb-RUNX1 inh	Lamin A splicing	SMN2 splice up	IMPase Li inh	HTT ATP protect	HttQ103 aggreg
Cc1cc(Cl)ccc1OCC(=O)NN1C(=O)C2C3C=CC(C3)C2C1=O (configuration not stated)	6%	6%	?	-15%	12%	-6%[10 µM]	15%
CN(C(=O)COC(=O)CNC(=O)c1ccccc1Cl)c1ccccc1	1%	-6%	/	0%	-8%	-26%	16%
Cc1nc2ccc(NS(=O)(=O)c3c(C)c(C)cc(C)c3C)cc2s1	-4%	0%	?	-20%	5%[38.3 µM]	-67%[inhibitor]	13µM*
O=C(O)c1ccc(NC(=O)[C@H](Cc2ccc(O)cc2)NC(=O)c2ccccc2)cc1	/	1%	12%	/	/	-16%	5%
CCCCOc1cccc(C(=O)NC(=S)Nc2cccc(C(F)(F)F)c2)c1	-4%	7%	-18%	-6%	3%	13%[10 µM]	?
COC(=O)CN=Cc1c(O)n(-c2ccc(Cl)cn2)c(=O)c2ccccc12	-2%	-4%	-2%[46 µM]	8%	1%	-30%	3%
Nc1nc2ccc(S(=O)(=O)c3ccc4nc(N)sc4c3)cc2s1	0%	-1%	?	-12%	-26%[38.3 µM]	-11%	-5%
COc1cccc(N2CCN(C(=S)NCc3ccco3)CC2)c1	-1%	-6%	-9%	-1%	-6%[38.3 µM]	-28%	-7%
COc1ccc(C2=C(Nc3ccc(F)cc3)c3ccccc3C2=O)cc1	-3%	-12%	?	6%	10%[38.3 µM]	-58%[inhibitor]	?
Cc1ccc(-n2c(N)c(C(=O)N3CCOCC3)sc2=S)cc1	2%	-8%	-11%	-3%	14%[38.3 µM]	-17%[0.074 µM]	?
COC(=O)CSc1ccsc1C(=O)O	2%	5%	-11%[46 µM]	4%	-4%	11%	5%
N#C/C(=C\c1c(N2CCCCCC2)nc2ccccn2c1=O)C(=O)NCc1ccco1	/	-7%	/	/	/	-6%[10 µM]	4%[9.22 µM]
COc1ccc(NC(=O)c2ccc(C(=O)Nc3ccc(OC)cc3OC)cc2)c(OC)c1	0%	1%	/	-13%	-11%	-43%[inhibitor]	4%
CCCN(CCC)c1ccc(/C=N/NC(=O)CN2CCOCC2)cc1	-3%	5%	2%[46 µM]	/	2%	1%[10 µM]	-8%[9.22 µM]
O=C(Nc1ccc(Oc2cccc(C(F)(F)F)c2)nc1)c1cccs1	/	-14%	/	/	/	3%[10 µM]	3%[9.22 µM]
CC(C)(C)C(=O)Nc1ccc(C(=O)NCc2cccnc2)cc1	-1%	3%	6%	3%	-4%[38.3 µM]	-22%	14%
Cc1nc(-c2cccnc2)sc1C(=O)N/N=C/c1ccccc1Cl	/	13%	/	/	/	-4%[10 µM]	-31%[9.22 µM]
COc1ccc(NCc2nnc(SCC(=O)c3ccc(C)cc3)o2)cc1	-2%	-14%	15%	-5%	18%[38.3 µM]	-4%	15%
COc1ccc(OC)c(NC(=O)c2ccc(Cl)cc2)c1	-2%	-2%	/	-2%	12%	/	/
Cc1cnc2cc([N+](=O)[O-])ccc2n1	6%	-1%	-2%	6%	-3%	/	-12%
COC(=O)c1cccc([N+](=O)[O-])c1CS(=O)(=O)c1ccc(C)cc1	-1%	5%	/	/	1%	0%	-3%
CCOC(=O)Nc1ccc2c(c1)N(C(=O)CN(CC)CC)c1ccccc1C=C2	5%	5%	-1%	10%	40%[activator][38.3 µM]	-7%[0.074 µM]	-15%
CC(=O)N1CCC2(CC1)C(C#N)=C(N)Oc1n[nH]c(C)c12	-1%	3%	-1%	14%	31%[38.3 µM]	-9%	3%
NC(N)=N/N=C/c1ccc(Cl)c([N+](=O)[O-])c1	-2%	-4%	/	13%	-4%	-26%	-26%
CCOc1ccc(C(=O)NC(C(=O)NCc2ccccn2)C(C)C)cc1 (configuration not stated)	16%	2%	2%	4%	7%[38.3 µM]	25%[10 µM]	22%
COc1c(C)c2c(c(O)c1CC=C(C)CCC(=O)OCCN1CCOCC1)C(=O)OC2	4%[39.9 µM]	24%	?	/	4%	-245%[inhibitor]	-14%
CN(C)S(=O)(=O)c1cccc(C(=O)NCC2(N3CCOCC3)CCCCC2)c1	/	1%	/	/	/	-26%[10 µM]	-8%[9.22 µM]
Cc1c(Cc2ccccc2)c(=O)oc2cc(OCC(=O)c3ccccc3)ccc12	1%	-1%	0%	-41%[inhibitor]	7%	-7%[10 µM]	-6%
CC(=O)O[C@@H]1CC[C@]2(C)C(=C[C@@H]([C@@H]3C=C4C[C@@H](OC(C)=O)CC[C@]4(C)C4=C3[C@H]3C[C@@H]5O[C@@]6(CC[C@H](C)CO6)[C@@H](C)[C@@H]5[C@@]3(C)CC4)C3=C2CC[C@@]2(C)[C@H]4[C@@H](C)[C@]5(CC[C@H](C)CO5)O[C@@H]4C[C@H]32)C1	-9%[7.66 µM]	/	/	-9%[9.22 µM]	0%	-11%[10 µM]	/
O=C(Nc1ccccc1)C1CC(O)CN1S(=O)(=O)c1ccc([N+](=O)[O-])cc1 (configuration not stated)	/	-4%	/	/	/	8%[10 µM]	11%[9.22 µM]
CCOC(=O)CN(C(=O)c1ccccc1)c1ccccc1C	3%	9%	-8%	-8%	11%[38.3 µM]	19%	7%
Cc1cc(C(=O)COC(=O)CC2Sc3ccccc3NC2=O)c(C)n1-c1ccc2c(c1)OCO2 (configuration not stated)	-3%	?	3%	-44%	12%	-4%[10 µM]	-5%
CC(CN1CCOCC1)OC(=O)CCc1ccccc1 (configuration not stated)	2%	8%	5%[46 µM]	/	-2%	30%[10 µM]	18%[9.22 µM]
Cn1c(=O)[nH]c2nnc(-c3ccc(Cl)c(Cl)c3)nc2c1=O	/	9%	0%[46 µM]	/	/	-34%[10 µM]	3%[9.22 µM]
Clc1ccc(-c2csc(-c3ccno3)n2)cc1	/	15%	/	/	/	9%[10 µM]	19%[9.22 µM]
CN(C)C(=O)c1ccc(-c2cc(-n3ccnc3)ncn2)cc1	/	/	1%	/	-1%	14%	/
Cc1cccc(C)c1NC(=O)CN(C)CC(=O)Nc1ccccc1Oc1ccccc1	-2%	7%	/	-16%	14%	-13%	-5%
Cc1ccc(C)c(NC(=S)NNC(=S)Nc2ccc(C(C)C)cc2)c1	6%	4%	/	-58%[inhibitor]	5%	6%	7%
COc1cc(NC(=O)C2CCCN2S(=O)(=O)c2ccc3c(c2)CCC(=O)N3)cc(OC)c1 (configuration not stated)	-3%	2%	2%	-21%	-25%[38.3 µM]	-3%	25%
CC(C)=C1C2CCC1C1C(=O)N(c3nc(-c4ccc(C(C)C)cc4)c(C)s3)C(=O)C21 (configuration not stated)	-3%	4%	3%	-4%	-2%[38.3 µM]	-34%	?
Cc1ccc2nc(SC(C)C(=O)Nc3cccc([N+](=O)[O-])c3)[nH]c2c1 (configuration not stated)	-1%	4%	?	-15%[1.84 µM]	3%	6%[10 µM]	-6%
COc1ccc(S(=O)(=O)N2CCOCC2)cc1NC(=O)Cc1ccccc1Cl	-2%	-5%	3%	4%	-4%	19%[10 µM]	2%
Cc1ccccc1NC(=O)N1CCC(C(=O)c2ccc(F)cc2)CC1	-2%	4%	9%[46 µM]	-1%	1%	?	-5%
CC(=O)Nc1cc[n+](CC(=O)c2ccc(Cl)cc2)cc1	/	20%	/	/	/	19%[10 µM]	20%[9.22 µM]
N#Cc1c(NC(=O)c2cnn3cccnc23)sc2c1CCCC2	-7%	-1%	?	19%	0%	-46%[inhibitor][1.9 µM]	19%[9.22 µM]
O=C(CSc1nnc(SCC(=O)NCc2ccc3c(c2)OCO3)s1)NCc1ccc2c(c1)OCO2	-2%	4%	-4%	8%	24%[38.3 µM]	5%	11%
COc1ccc(/C=C/C=C2\N=C(SC)SC2=O)cc1	-27%	0%	-11%	/	10%	27%[10 µM]	5%
CCc1ccc(NC(=O)N2CCN(c3ccc(F)cc3)CC2)cc1	/	16%	/	/	-9%	1%[10 µM]	-9%[9.22 µM]
CCCCC#Cc1nc(NC)c2ncn([C@@H]3O[C@@H](CO)[C@H](O)[C@H]3O)c2n1	-2%	7%[21.7 µM]	/	/	7%	-11%	/
c1ccc(Nc2nc(N3CCCC3)nc(N3CCCC3)n2)cc1	-3%	-3%	?	-20%	7%[38.3 µM]	-16%	-23%
CC1=C(C(=O)OCC2CCCO2)C(c2ccsc2)C2=C(CC(C)(C)CC2=O)N1 (configuration not stated)	/	7%	/	/	-4%	-27%	-7%
Nc1nnn(CC(=O)N/N=C/c2ccc(Cl)cc2Cl)n1	/	8%	/	/	/	-4%[10 µM]	-6%[9.22 µM]
CCCn1c(N/N=C(C)\C=C\c2ccccc2)nc2c1c(=O)[nH]c(=O)n2C	-2%	?	-16%[46 µM]	-88%[inhibitor]	19%	-8%[10 µM]	16%
Cc1ccc(SC[C@H](c2ccccc2)N2CCN(CCc3ccccc3)CCC2=O)cc1	/	-21%	/	/	/	-5%[10 µM]	-25%[9.22 µM]
COc1ccc2cc(C(N)=O)c(=Nc3ccccc3)oc2c1	5%	-6%	/	-13%	-4%	-1%	-18%
O=C(CCN1CCN(C/C=C/c2ccccc2)CC1)Nc1cccc(F)c1	-1%	-15%	2%[46 µM]	-25%	19%	-49%[inhibitor]	-2%
Cn1c2ccccc2n2c(=O)c(=O)n(CC(=O)c3ccc(Cl)cc3)nc12	2%	1%	-5%	-3%	2%	/	17%
CCC(C)N1C(=O)CCC1C(=O)N1CCN(c2ccc(F)cc2)CC1 (configuration not stated)	-3%	-2%	6%	2%	4%[38.3 µM]	9%[10 µM]	-1%
O=C(O)CC12CC3CC(C1)CC(n1ncc(NCc4ccccc4)c(Cl)c1=O)(C3)C2	/	-2%	/	/	/	26%[10 µM]	8%[9.22 µM]
Cc1cc(C#N)c2ccccc2n1	-2%	4%	-5%	/	27%[38.3 µM]	-2%	-12%
Cc1ccccc1C(=O)N/C(=C/c1ccc(-c2cccnc2Cl)o1)C(=O)NCCCN1CCN(C)CC1	1%	-3%	5%	-4%	-7%[38.3 µM]	11%	17%
